High-throughput results: PubChem BioAssay, several laboratories
MsrA inhibitor = bovine MsrA inhibition | purified bovine MsrA, absorbance read-out | inhibition, % at 15.5 µM | hit rate 0.75% among 360,000; in the data active = inhibition above about 4.5%;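 also: 0% = vehicle wells with enzyme and 100% = reference inhibitor wells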
SKN-1 block = blocks SKN-1 activity in C. elegans. inhibition, % at 21.8 µM. hit rate 0.49% among 360,000. AID 624304. C. elegans VP596 Pgst-4::GFP/RFP ratio, acrylamide-induced, 24 h;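 active = interference check ratio from 0.5 to 1.5 plus GFP to RFP signal ratio inhibition reaching or exceeding a fixed threshold, cut at about 30% in these data, passing the limit was not always enough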; also: some compounds called inactive have numbers as strong as hits
Rin1-Abl PPI inh = blocks binding of human Rin1 to Abl; P00519+Q13671; TR-FRET Rin1/Abl binding, biochemical; inhibition, % at 7.35 µM; hit rate 0.4% among 360,000; AID 588664; in the data active = inhibition above about 5%, passing the limit was not always enough
eLon inh = inhibitors of E. coli Lon protease | P0A9M0 | purified E. coli Lon protease, fluorescence polarization | inhibition, % at 7.94 µM | hit rate 0.42% among 360,000; in the data active = inhibition above about 13%, passing the limit was not always enough;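 also: 0% = enzyme with probe and DMSO and 100% = no enzyme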
FAS TE block = blocks the thioesterase domain of human fatty acid synthase; P49327; recombinant FAS-TE, OMFH fluorogenic substrate, fluorescence endpoint; inhibition, % at 15 µM; hit rate 0.67% among 360,000; AID 602261;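 active = compounds whose normalised, plate-corrected inhibition of enzyme fluorescence in the single-dose primary screen is 50% or more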;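 also: 0% = DMSO with enzyme and 100% = substrate without enzyme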
Neddyl block = cullin neddylation inhibition | calls only at 25 µM | P61081+Q13564 | AID 651699 | TR-FRET cullin neddylation, biochemical | hit rate 0.58% among 360,000; in the data active = inhibition above about 36%
Target sequence (P61081 whole entry, looked up): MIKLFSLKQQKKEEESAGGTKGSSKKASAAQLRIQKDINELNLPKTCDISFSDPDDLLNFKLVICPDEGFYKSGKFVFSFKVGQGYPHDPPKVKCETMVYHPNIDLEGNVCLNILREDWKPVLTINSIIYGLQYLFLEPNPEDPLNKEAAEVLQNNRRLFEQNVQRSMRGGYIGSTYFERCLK
Target sequence (Q13564 whole entry, looked up): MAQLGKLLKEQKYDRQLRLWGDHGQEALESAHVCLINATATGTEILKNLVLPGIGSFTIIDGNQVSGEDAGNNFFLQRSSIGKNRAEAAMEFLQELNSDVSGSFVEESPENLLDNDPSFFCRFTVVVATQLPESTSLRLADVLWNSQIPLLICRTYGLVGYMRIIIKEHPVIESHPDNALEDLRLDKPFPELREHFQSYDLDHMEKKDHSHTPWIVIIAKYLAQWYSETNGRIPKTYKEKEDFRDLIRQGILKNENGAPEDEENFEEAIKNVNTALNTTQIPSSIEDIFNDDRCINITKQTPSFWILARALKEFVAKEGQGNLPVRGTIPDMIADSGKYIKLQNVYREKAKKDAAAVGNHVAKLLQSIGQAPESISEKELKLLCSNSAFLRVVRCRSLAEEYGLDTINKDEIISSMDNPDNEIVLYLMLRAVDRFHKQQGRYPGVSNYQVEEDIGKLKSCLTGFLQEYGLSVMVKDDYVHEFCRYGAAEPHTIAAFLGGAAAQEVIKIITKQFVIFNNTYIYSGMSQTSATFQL
MT1-MMP act inh = blocks activation of human MT1-MMP. P50281. GFP/RFP ratio change, % at 20 µM. hit rate 0.061% among 360,000. AID 651647. HT1080 RFP-PRO-GFP cells, GFP/RFP ratio fluorescence, overnight; percent of plate control window, DMSO zero;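 active = GFP/RFP ratio change of at least 30% with cell ATP level not reduced by more than half and red fluorescence within 50% of control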; also: strong numbers were not always called active
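Material: RFP-PRO-GFP reporter HT1080 cells. Dosing: single-point 20 µM compound, 1% DMSO. Controls: DMSO and RFP-L50D-GFP cell wells. Timing: cells overnight before dosing, compound overnight, 37 °C, 5% CO2. Measure: GFP/RFP fluorescence ratio.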
MsrA act = activators of bovine methionine sulfoxide reductase A | activation, % at 10.6 µM | hit rate 0.3% among 360,000 | purified bovine MsrA, absorbance read-out; in the data active = activation above about 7.5%;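 also: 0% = vehicle and 100% = reference activator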
NRP1-CendR mod = alters CendR peptide binding to human NRP-1 | inhibition, % at 25 µM | FAM-RPARPAR peptide binding to NRP-1, fluorescence polarization | hit rate 0.85% among 360,000;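 active = inhibition or corrected inhibition above about 18%, plus a signal ratio from 0.5 to 1.5, limit read from the data, passing the limit was not always enough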; also: strong numbers were not always called active
* = called active by the depositor; i = inactive; · = no result given; + = active, no number; & = joins results of further samples.

Values run as follows: MsrA inhibitor	SKN-1 block	Rin1-Abl PPI inh	eLon inh	FAS TE block	Neddyl block	MT1-MMP act inh	MsrA act	NRP1-CendR mod
O=C(CCC(=O)c1ccccc1)Nc1cccnc1
 : -0.1	-33	-2	-3	-14	i	-3	-3	7
Cc1cc(NC(=O)CSc2nccn2-c2cccc(C)c2C)no1
 : 0.5	12	-5	-3	1	i	-4	1	-3
O=C(C(=O)N1CCN(c2cccc(Cl)c2)CC1)c1cn(CC(=O)N2CCOCC2)c2ccccc12
 : 0.6	20	1	-2	2	i	3	0	32*
CCCCn1c(-c2ccoc2C)n[nH]c1=S
 : 0.4	6	2	3	-4	i	5	1	1
CCOc1ccc(NC(=O)CN2CCN(c3ccc(F)cc3)CC2)cc1
 : -0.1	16	3	-2	3	i	·	0	9
CN1CCN(C(=O)c2cc(Oc3c(F)c(F)c(F)c(F)c3F)cc(C(=O)N3CCN(C)CC3)c2)CC1
 : -0.5	4	4	-6	-8	i	-1	0	7
CC(=O)Nc1ccc(NC(=O)COC(=O)c2cc(S(=O)(=O)N3CCCC3)ccc2O)cc1
 : 2.3	7	-1	-13	-7	i	0	2	6
Cc1cc(Nc2ccc(Cl)cc2)nc(N)n1
 : -0.9	-12	-2	1	-4	i	3	-1	8
COc1ccc(/C=C2\SC(=O)N(CCC(=O)N(C)C3CCS(=O)(=O)C3)C2=O)cc1 (centres undefined)
 : 0.1	-12	-2	-7	-3	i	0	-1	5
CC(O)(c1ccc(F)c(F)c1)c1nc(-c2cc(F)cc(F)c2)cs1 (centres undefined)
 : -0.5	17	-1	-8	34	i	7	-1	-11
CC(NC(=O)c1ccccc1)C(=O)OCC(=O)Nc1cccc(S(=O)(=O)N2CCCC2)c1 (centres undefined)
 : -1.5	8	2	-1	1	i	3	0	-8
COc1ccc(C(=O)N/N=C/C(=O)c2ccccc2)cc1
 : 0.0	-10	2	-5	0	i	0	-4	1
COc1ccc(-c2csc3ncn(-c4ccccc4OC)c(=O)c23)cc1OC
 : 1.3	32	2	4	-5	i	-7	0	6
O=C(COc1cccc2c1CCNC2=O)Nc1cccc(C(F)(F)F)c1
 : ·	10	-2	-3	0	i	3	-2	7
COc1ccccc1NC(=O)COC(=O)c1cc2c(s1)CCC2
 : -0.8	2	0	-3	20	i	0	-3	-3
O=C(CN(c1ccc(Br)cc1)S(=O)(=O)c1ccc(Cl)c([N+](=O)[O-])c1)NCCc1ccccc1
 : -0.6	2	-4	-12	2	i	7	-2	0
Cc1cnc2cc(Cl)ccc2c1SCC(=O)O
 : 1.0	3	-8	16	0	i	2	-1	2
O=C(NC(NC(=S)Nc1ccccc1C(=O)O)C(Cl)(Cl)Cl)c1cccc([N+](=O)[O-])c1 (centres undefined)
 : 0.4	-4	-1	0	8	i	2	-3	0
Cc1cc(=O)n2[nH]c(N3C(=O)CCC3=O)nc2n1
 : -0.6	-13	-3	0	-7	i	6	-4	2
CCN1CCN(c2ccc(S(=O)(=O)N3CCOCC3)cc2NC(=O)c2sccc2C)CC1
 : 0.2	13	-2	-1	-7	i	-2	1	-1

(continued)
Values run as follows: MsrA inhibitor	SKN-1 block	Rin1-Abl PPI inh	eLon inh	FAS TE block	Neddyl block	MT1-MMP act inh	MsrA act	NRP1-CendR mod
Cc1ccc(NC(=O)Nc2ccc3c(c2)OCO3)c(Br)c1
 : -0.6	1	-2	0	2	i	-6	-3	-9
O=C(Nc1ccc(N2CCOCC2)cc1)c1ccncc1
 : 0.6	11	1	-5	-5	i	6	-2	-5
Cc1ccccc1CSCCC(=O)NCCc1ccccc1
 : 0.6	-6	1	-10	5	i	-1	-3	0
Cc1ccc(S(=O)(=O)n2cc(C=O)c3ccccc32)cc1
 : 0.1	-7	2	0	18	i	3	-6	6
Cc1nc(C)c(-c2csc(Nc3cccnc3)n2)s1
 : 1.4	-6	-3	7	-3	i	1	-8	-8
N#CCSc1nc2ccccc2c(=O)n1-c1ccccc1
 : -0.3	-14	1	-6	-1	i	-2	-12	-4
COc1ccc(/C=C2\Oc3ccccc3C2=O)cc1
 : 0.8	25	0	-6	0	·	0	-4	8
Cc1cc(S(=O)(=O)N2c3ccc(F)cc3CCC2C)ccc1-n1cnnn1 (centres undefined)
 : -0.2	11	2	8	5	i	-1	1	2
Cc1nn(C)c(C)c1C(C)NC(=O)c1cc(COc2ccc(F)c(F)c2)on1 (centres undefined)
 : 0.2	-20	2	-2	-2	i	1	0	9
CCOC(=O)N1CCN(C(=O)c2cccc(S(=O)(=O)Nc3ccc(F)cc3)c2)CC1
 : -0.1	-4	3	-4	-2	i	2	-7	1
CC(C)Cn1c(=O)c2ccccc2n2c(SCC(=O)N3c4ccccc4CC3C)nnc12 (centres undefined)
 : -1.3	-6	-4	9	-4	i	5	-7	-5
CCC(=O)c1ccc(OCC(O)CN2CC(C)OC(C)C2)cc1 (centres undefined)
 : 0.1	17	3	10	-5	i	-6	-2	10
COC1CC(N)C2OC(c3ccccc3)OCC2O1 (centres undefined)
 : 0.5	-2	3	9	-12	i	-2	-9	-2
Cc1ccc(-c2nn3c(C)nnc3c3ccccc23)cc1S(=O)(=O)NC(C)(C)CO
 : -0.3	2	0	2	-5	i	11	-2	-11
Cc1cccc(N2CCN(C(=O)COc3cc4oc(=O)cc(C)c4cc3Cl)CC2)c1C
 : 0.0	17	-2	7	44	i	3	-1	0
O=C(C1c2ccccc2Oc2ccccc21)N1CCN(c2ccc(Cl)cc2)CC1
 : -0.8	10	-3	-2	31	i	-27	-2	14
COC(=O)C[C@H]1CC[C@@H](NC(=O)Nc2c(C)noc2C)[C@@H](CO)O1
 : -0.9	1	·	·	·	i	3	·	-2
CCOC(=O)c1cn(CC(=O)Nc2ccc(OC)cc2OC)nn1
 : -0.4	1	-1	2	-9	i	1	-7	-4
CCOc1ccc(N(CC(=O)N2CCCCCC2)S(=O)(=O)c2ccc(C)cc2)cc1
 : -1.0	-13	2	1	8	i	-6	-9	4
CCCCC1CCCC12NC(=O)NC2=O (centres undefined)
 : 1.3	-6	-7	-7	-7	i	1	-6	-9

Complete entries, quoted from the list:
`O=C(Nc1ccc(N2CCOCC2)cc1)c1ccncc1` reads MsrA inhibitor = 0.6; SKN-1 block = 11; Rin1-Abl PPI inh = 1; eLon inh = -5; FAS TE block = -5; Neddyl block = i; MT1-MMP act inh = 6; MsrA act = -2; NRP1-CendR mod = -5
`Cc1ccccc1CSCCC(=O)NCCc1ccccc1` reads MsrA inhibitor = 0.6; SKN-1 block = -6; Rin1-Abl PPI inh = 1; eLon inh = -10; FAS TE block = 5; Neddyl block = i; MT1-MMP act inh = -1; MsrA act = -3; NRP1-CendR mod = 0

(continued)
Values run as follows: MsrA inhibitor	SKN-1 block	Rin1-Abl PPI inh	eLon inh	FAS TE block	Neddyl block	MT1-MMP act inh	MsrA act	NRP1-CendR mod
COC(=O)CNC(=O)C1Nc2ccccc2C2C=CCC12 (centres undefined)
 : 0.5	-12	1	-2	-4	i	-5	-6	13
Clc1ccccc1-c1ccc(CN2CCN(c3ccccc3)CC2)o1
 : 0.1	38*	-1	-2	22	i	-2	-1	-5
CCOC(=O)c1cccc(NC(=O)C2CCCN(S(=O)(=O)c3cnc[nH]3)C2)c1 (centres undefined)
 : 1.5	2	2	-2	-16	i	-3	-6	-3
COc1ccccc1CN(C)C(=O)C(NC(=O)Cc1cccc2ccccc12)C(C)C (centres undefined)
 : 1.1	8	0	-5	10	i	-23	0	1
Cc1cc(C)c(NC(=O)COC(=O)C23CC4CC(CC(O)(C4)C2)C3)c(Cl)c1
 : -0.2	11	7	-2	-7	i	3	-3	16
Cc1nn(-c2ccccc2)c(Cl)c1/C=N/NC(=O)c1ccccc1F
 : 1.8	15	-1	4	3	i	-1	-4	3
C=CCOCCN(CC)CC
 : -1.3	-10	0	-6	-9	i	3	-2	0
CC(C)C(=O)N[C@@H]1c2ccccc2CC[C@H]1OCc1ccccc1
 : -0.4	8	-1	-6	-10	i	1	-1	-2
CCOc1ccccc1COC(=O)c1cccc(-n2cnnn2)c1
 : 1.7	12	-1	0	15	i	2	-1	-4
C=CCn1c(Sc2nncn2C)nc2c1c(=O)[nH]c(=O)n2C
 : -0.9	-27	2	-10	-3	i	3	-3	0
COC(CNC(=O)c1ccc2nc(-c3ccccc3)c(-c3ccccc3)nc2c1)OC
 : 1.9	-3	-1	1	10	+	-1	-1	4
CCN1CCN(c2nc(-c3ccccn3)nc3ccccc23)CC1
 : 2.2	10	-4	-1	-2	i	0	-3	-5
Cc1ccc(C2(c3noc(CN(C)Cc4cnn(C)c4)n3)CCCC2)cc1
 : 0.6	-3	3	3	-5	i	4	-10	34*
Cc1oc(S(=O)(=O)N2CCCC2)cc1C(=O)Nc1ccc(F)cc1
 : -0.8	9	-2	1	3	i	4	-1	6
Cc1ccccc1CN1C[C@@H]2C[C@@H](c3cnc(N4CCOCC4)s3)N3CCC[C@@]23C1=O
 : 2.0	0	3	-7	-1	i	-4	-5	11
O=C(O)c1ccc(OCC(O)Cn2cnc3ccccc32)cc1 (centres undefined)
 : -1.4	14	0	-11	-3	i	0	-4	9
Cc1ccc(N(CC2CO2)S(=O)(=O)c2ccc([N+](=O)[O-])cc2)cc1 (centres undefined)
 : 0.5	0	2	-3	2	i	-6	-3	4
CC1(C)CC(NC(=O)c2ccncc2)CC(C)(C)N1O
 : -1.6	-11	-1	-3	-5	i	3	-3	6
C/C(=N\NC(=O)c1cccc(S(=O)(=O)N2CCCC2)c1)c1cccs1
 : 1.2	-4	-4	6	-1	i	1	-1	-1
CCOCCCNC(=O)CCC(=O)NNc1nc2ccccc2c2nc(C)nn12
 : -0.2	5	-1	-1	-4	i	-2	-1	-2

(more compounds)
Values run as follows: MsrA inhibitor	SKN-1 block	Rin1-Abl PPI inh	eLon inh	FAS TE block	Neddyl block	MT1-MMP act inh	MsrA act	NRP1-CendR mod
O=C(C1CCCN(S(=O)(=O)c2ccc(Br)s2)C1)N1CCCCCC1 (centres undefined)
 : 0.3	-2	-2	-1	9	i	0	1	-6
CCc1ccc(NC(=O)CC2S/C(=N/N=C3CCCCCC3)NC2=O)cc1 (centres undefined)
 : -1.3	-5	4	2	2	i	5	-8	14
CC(C)(C)c1ccc(S(=O)(=O)N(CCCN2CCOCC2)Cc2cccs2)cc1
 : -0.7&1.5	10&14	5&0	0&-15	9&21	i	2&13	-10&5	-1&-3
COCCCNC(=S)NCCCNc1nc2cc(C)cc(C)c2cc1C#N
 : 2.0	-6	0	3	-3	·	4	-4	-9
O=C(COC(=O)C1CCC1)Nc1ncc(Cl)cc1Cl
 : -0.5	8	-1	5	-2	i	-5	0	-8
CC1=C(C#N)C(=O)N(C)C(C)(C)C1
 : -0.6	9	0	8	-5	i	-3	1	18
COC(=O)c1c(C(=O)OC)c(-c2cccc(Cl)c2)n2c1CS(=O)(=O)C2
 : 1.6	2	2	-15	-3	i	5	1	9
O=C1CN(S(=O)(=O)c2ccc(F)cc2)c2ccccc2N1
 : -1.0	-7	3	0	0	i	11	-10	4
COc1ccc(NC(=O)Nc2ccc3c(c2)C(=O)N([C@H](C)CO)C[C@H](C)[C@@H](CN(C)C(=O)Nc2ccc(OC)cc2)O3)cc1
 : 0.5	-13	0	-10	-5	i	6	-2	-3
O=S(=O)(NCc1cn2ccsc2n1)c1cccs1
 : 1.1	21	-2	6	-8	i	-1	0	6
CCCCCCc1c(O)nc(SCCN(C)C)[nH]c1=O
 : 2.4	-11	3	4	-4	i	-2	-3	1
COc1ccccc1N1CCN(c2ccc(Cl)nn2)CC1
 : -0.7	-6	3	-10	-4	i	4	-6	8
CCOC(=O)C1CCN(c2cc(C)nc3ccc(OC)cc23)CC1
 : 0.5	9	-5	4	6	i	-11	-8	-3
COc1ccc(CCNC(=O)Nc2nc(C(N)COCc3ccccc3)cs2)cc1OC (centres undefined)
 : 0.3	10	3	4	-5	i	0	-1	-1
